PAFAH1B3 FP inh: PAFAH1B3 enzyme inhibitors, primary screen, biochemical, fluorescence polarization, human; recombinant PAFAH1B3, FP-rhodamine probe; inhibition, % at 3.39 µM; hit rate 0.28% among 340,000; AID 492972, 2010;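 active = inhibition above the screen-wide average of all tested compounds plus 3 SD, cut at about 25% in these data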;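 also: 0% = enzyme with DMSO only and 100% = wells lacking PAFAH1B3 protein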
Target sequence (Q15102 whole entry, looked up): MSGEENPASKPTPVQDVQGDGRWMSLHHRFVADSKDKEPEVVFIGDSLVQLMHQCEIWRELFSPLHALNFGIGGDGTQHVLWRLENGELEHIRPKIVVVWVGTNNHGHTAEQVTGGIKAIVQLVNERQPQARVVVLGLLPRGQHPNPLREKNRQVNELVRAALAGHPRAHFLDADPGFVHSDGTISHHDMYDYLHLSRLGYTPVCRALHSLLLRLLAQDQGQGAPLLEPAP
EBNA-1 inh: EBNA-1 DNA-binding inhibitors, primary screen, biochemical, fluorescence polarization | inhibition, % at 14.8 µM | hit rate 0.34% among 300,000 | AID 1950, 2009; in the data active = inhibition above about 28%
PREPL inhibitor: PREPL enzyme inhibitors, primary screen, biochemical, fluorescence polarization | recombinant PREPL, fluorescence polarization activity-based probe | Prolyl endopeptidase-like (Homo sapiens), Q4J6C6 | inhibition, % at 5.96 µM | hit rate 0.68% among 320,000 | AID 2751, 2010; in the data active = inhibition above about 43%;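 also: 0% = enzyme with DMSO and 100% = wells lacking enzyme; many of its hits are not listed in these tables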
Target sequence (Q4J6C6 whole entry, looked up): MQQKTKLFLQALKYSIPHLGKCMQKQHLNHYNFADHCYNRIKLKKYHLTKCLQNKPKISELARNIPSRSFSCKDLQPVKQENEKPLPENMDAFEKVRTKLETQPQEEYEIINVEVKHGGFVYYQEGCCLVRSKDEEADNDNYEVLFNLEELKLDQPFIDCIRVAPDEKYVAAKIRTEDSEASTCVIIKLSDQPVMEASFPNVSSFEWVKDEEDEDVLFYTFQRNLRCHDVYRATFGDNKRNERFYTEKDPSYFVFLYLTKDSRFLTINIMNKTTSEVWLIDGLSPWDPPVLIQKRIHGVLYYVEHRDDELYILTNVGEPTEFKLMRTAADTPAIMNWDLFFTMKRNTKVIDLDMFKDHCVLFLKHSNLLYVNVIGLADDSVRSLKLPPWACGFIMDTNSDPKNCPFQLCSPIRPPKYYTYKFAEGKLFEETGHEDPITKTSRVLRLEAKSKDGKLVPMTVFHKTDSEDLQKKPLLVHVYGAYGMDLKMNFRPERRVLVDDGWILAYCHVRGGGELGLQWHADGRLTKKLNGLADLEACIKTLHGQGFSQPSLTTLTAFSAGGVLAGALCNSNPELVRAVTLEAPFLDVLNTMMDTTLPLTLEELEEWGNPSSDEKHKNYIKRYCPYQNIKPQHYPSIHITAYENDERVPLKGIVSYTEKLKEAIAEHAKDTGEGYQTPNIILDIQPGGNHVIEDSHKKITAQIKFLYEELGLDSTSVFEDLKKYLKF
LYPLA2 inh: LYPLA2 inhibitors, primary screen, counter-screen for PME1 inhibitor project, biochemical, fluorescence polarization, FP-Rh probe ABPP; Acyl-protein thioesterase 2 (Homo sapiens), O95372; hit rate 0.38% among 320,000; inhibition, % at 5.9 µM; AID 2177, 2009; recombinant LYPLA2;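 active = inhibition above the screen-wide mean plus 3 SD, limit set per campaign, cut at about 26% in these data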;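 also: 0% = LYPLA2 with DMSO and 100% = wells lacking LYPLA2 enzyme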
LYPLA1 counter: LYPLA1 inhibitors, primary screen, counter-screen for PME1 inhibitor project, biochemical, fluorescence polarization, FP-Rh probe ABPP; hit rate 0.16% among 320,000; AID 2174, 2009; Acyl-protein thioesterase 1 (Homo sapiens), O75608; recombinant LYPLA1; inhibition, % at 5.9 µM;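 active = inhibition above the mean of all tested compounds plus 3 SD, set per campaign, cut at about 14% in these data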;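 also: inhibitors block serine hydrolase probe labeling of LYPLA1 so polarization falls; 0% = enzyme with DMSO and 100% = wells lacking LYPLA1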
ZTA counter: blocks Epstein-Barr virus ZTA, an EBNA-1 counter-screen. ZTA-DNA binding, fluorescence polarization. P03206. hit rate 0.15% among 320,000. inhibition, % at 11 µM; in the data active = inhibition above about 33%
GSTO1 counter: inhibitors of recombinant GSTO1, primary screen, counter-screen for RBBP9 inhibitor project, biochemical, fluorescence polarization; Glutathione S-transferase omega-1 (Homo sapiens), P78417; activity-based probe fluorescence polarization; inhibition, % at 5.96 µM; hit rate 1.1% among 300,000; AID 1974, 2009;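 active = inhibition above the campaign mean inhibition plus 3 SD, cut at about 35% in these data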;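 also: 0% = GSTO1-1 with DMSO and 100% = wells lacking GSTO1-1 enzyme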
PAD4 FP inh: human PAD4 inhibitors, primary screen, biochemical, fluorescence polarization, 1536-well format. Protein-arginine deiminase type-4 (Homo sapiens), Q9UM07. recombinant PAD4, RCA probe fluorescence polarization. inhibition, % at 6.36 µM. hit rate 0.41% among 330,000. AID 485272, 2010;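 active = percent inhibition above a cutoff equal to the mean of all tested compounds plus 3 SD, cut at about 15% in these data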;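 also: 0% = PAD4 with RCA probe and DMSO and 100% = probe without PAD4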
PAFAH2 FP inh: PAFAH2 enzyme inhibitors, primary screen, biochemical, fluorescence polarization, human; hit rate 0.99% among 340,000; recombinant PAFAH2, FP-rhodamine activity probe; AID 492956, 2010; inhibition, % at 3.39 µM; Platelet-activating factor acetylhydrolase 2, cytoplasmic (Homo sapiens), Q99487;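 active = inhibition above the mean over all tested compounds plus 3 SD, cut at about 30% in these data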;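 also: inhibitors block probe labeling of enzyme so polarization drops; 0% = enzyme with DMSO and 100% = wells lacking PAFAH2 protein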
Active calls of the source: *; / = no result given.

Value order – PAFAH1B3 FP inh	EBNA-1 inh	PREPL inhibitor	LYPLA2 inh	LYPLA1 counter	ZTA counter	GSTO1 counter	PAD4 FP inh	PAFAH2 FP inh
CCn1c(CC(=O)Nc2ccccc2)nnc1SCC(=O)NC1=NCCS1
→ 6	12	25	2	-1	5	0	1	-11
CC(=O)N=C1SC2CS(=O)(=O)CC2N1c1ccc(-c2nc3ccc(C)cc3s2)cc1 (stereo not drawn)
→ /	27	-3	-11	-6	2	-9	5	/
Cc1ccc(-c2nc(CN(C)Cc3cccc4cnccc34)c(C)o2)s1
→ -5	-6	-34	-7	-6	-3	-2	-1	-5
COC(=O)c1cc(C)ccc1OCc1ccc([N+](=O)[O-])cc1
→ 1	1	15	5	2	-14	-2	-4	5
O=C(c1cc(=O)c2ccccc2o1)N1CCN(c2cccc(Cl)c2)CC1
→ 5	-5	-4	7	-2	-3	4	-3	-2
Cc1ccc(NC(=O)C/C(N)=N/OC(=O)Nc2cccc(C)c2)cc1
→ 3	/	11	5	-1	-4	/	0	-5
O=C(O)Cc1csc(Nc2cccc(Cl)c2)n1
→ 9	5	9	6	2	7	4	1	-1
O=c1nc(N/N=C/c2ccco2)cn[nH]1
→ 2	-4	-28	-4	1	6	7	-3	-2
COc1ccc(CC(=O)Nc2cccc(-c3ccc4nnc(C)n4n3)c2)cc1OC
→ 3	1	-14	15	5	19	-5	3	-3
CC(Oc1cccc(Cl)c1)C(=O)Nc1nc(-c2ccccn2)cs1 (stereo not drawn)
→ 10	-10	-12	-4	-8	-7	16	-4	13
COc1cc(OC)c2ccc(=O)oc2c1C(CC(=O)N1CCCC1)c1ccc2c(c1)OCO2 (stereo not drawn)
→ 8	6	-5	1	5	-13	8	-1	3
CCOC(=O)C1=C(c2ccccc2)OC(N)=C(C#N)C1c1ccc(Cl)s1 (stereo not drawn)
→ 7	-3	13	-2	-1	-11	28	1	9
Cc1cccc(N=C2NC(=O)/C(=C3/C(=O)N(C)c4ccccc43)S2)c1C
→ -3	-1	-2	2	2	12	4	-3	-3
CC1SCC(=NOCc2ccccc2)CS1 (stereo not drawn)
→ /	-13	-6	3	2	-8	2	2	/
COc1ccc(-c2[nH]ncc2CN(C)CCCN2CCOCC2)cc1F
→ 4	17	14	-2	-1	12	-1	-2	5
CCOc1cc(S(=O)(=O)n2ccnc2)ccc1Br
→ 4	-2	-3	2	0	11	-1	0	-10
N#Cc1ccccc1NS(=O)(=O)c1cc2c3c(c1)CCN3C(=O)CC2
→ 4	-4	1	-1	-3	6	7	-2	-1
CCc1ccccc1NC(=O)c1cccc(NC(=O)/C=C/c2ccco2)c1
→ 14	4	-8	2	-11	6	-6	0	-13
Cc1cc(C)n2c(SCc3ccc(Br)cc3)nnc2n1
→ /	-5	6	1	1	-5	2	2	/
Cc1cc(C)cc(NC(=O)C2CCCN(S(=O)(=O)c3c(C)noc3C)C2)c1 (stereo not drawn)
→ 6	44*	23	3	7	-5	-2	-2	4
CN(CC(=O)Nc1ccc(Cl)c(C(F)(F)F)c1)C(=O)CCc1nc2ccccc2c(=O)[nH]1
→ -3	/	0	-7	-2	10	/	-9	-6
Cc1ccc(CCNC(=O)c2sc3nc4n(c(=O)c3c2C)CCC4)cc1
→ 4	0	30	3	-1	6	-1	0	-2
Cc1c(C)n(Cc2ccc(Cl)cc2)c2ccc(C(=O)NCCN3CCOCC3)cc12
→ 7	9	21	12	-1	0	0	-3	1
CCC(C)/C(C)=N/NC(=O)c1ccc(CSc2nc3ccccc3s2)cc1 (stereo not drawn)
→ 0	-14	6	-21	-12	-11	-5	-3	-1
CC(NC(=O)COC(=O)Cc1ccccc1[N+](=O)[O-])c1ccccc1 (stereo not drawn)
→ 6	2	5	-3	-1	3	7	4	0
CCC(C)c1ccc(NC(=S)NCCn2cc(Cl)cn2)cc1 (stereo not drawn)
→ 1	-17	11	6	-2	-6	-4	0	-2
Cc1ncoc1C(=O)N1CCCC(C(=O)c2ccc(Oc3ccccc3)cc2)C1 (stereo not drawn)
→ -1	-2	12	12	5	-1	4	-1	-3
CCOc1cccc(CN2CCCC(CNC(=O)c3cccc(OC)c3OC)C2)c1 (stereo not drawn)
→ 3	3	-6	2	2	2	2	-2	-2
O=C(COC(=O)c1ccccc1O)NCc1ccco1
→ 8	/	2	/	/	/	/	-2	8
O=[N+]([O-])c1cccc(-c2c[n+]3c(n2-c2ccccc2)SCC3)c1
→ 8	-2	14	5	-2	-4	7	-2	-2
Cc1ccc(C(=O)Nc2ccc(C)c(S(=O)(=O)Nc3ccccc3Cl)c2)s1
→ -11	4	-4	-8	-4	-10	-9	2	-7
CCCC(c1nnnn1CC(=O)OCC)N(Cc1cc2ccc(C)cc2[nH]c1=O)C1CCCC1 (stereo not drawn)
→ 0	-5	3	5	0	-7	-2	1	4
O=C(COC(=O)c1ncc(Cl)c(Cl)c1Cl)NC(=O)c1ccccc1
→ 3	7	12	5	4	-1	2	-1	5
CC(NC(=O)CN(c1ccc(Br)cc1)S(C)(=O)=O)c1ccccc1 (stereo not drawn)
→ 3	-11	-15	10	2	-1	6	-3	-6
C=CCC[C@H](Cc1ccc(F)cc1)C(=O)OC[C@@H](Cc1c[nH]c2ccccc12)NC(=O)[C@H](CC=C)CC(=O)N(CCO)Cc1ccccc1
→ -4	/	24	/	/	/	/	-1	-4
COCC(=O)N1CCC(Oc2ccc(C(=O)N(C)C(C)c3ccon3)cc2)CC1 (stereo not drawn)
→ 2	-8	10	8	7	1	-6	-3	5
CC1=C(C(=O)OCc2ccccc2)C(c2ccccc2OS(=O)(=O)c2ccc([N+](=O)[O-])cc2)NC(=O)N1CCCC(=O)O (stereo not drawn)
→ 0	5	5	0	1	17	8	-2	6
COc1cccc(C(=O)c2cc3ccc(O)cc3oc2=O)c1
→ 0	-5	4	-5	2	1	-1	0	-1
O=C(N/N=C/c1ccc(Cl)cc1)c1cc(-c2cccnc2)nc2ccccc12
→ -5	-3	20	-20	-11	9	0	-2	-5
CCOc1cccc(-c2c(C(=O)N/N=C/c3ccsc3)nnn2-c2nonc2N)c1
→ 5	-1	1	-7	-5	10	4	-5	5
O=C1COc2ccc(C(=O)CSc3nnc(Cc4ccccc4)o3)cc2N1
→ 1	20	3	8	0	6	-4	3	4
COc1cc(C(=O)N2CCN(C)CC2)cc(OC)c1OC
→ 9	-3	-9	-1	1	-13	-4	-2	1
COCc1c(C(=O)OCC(=O)NCc2ccco2)oc2ccccc12
→ 13	/	0	/	/	/	/	1	15
Cn1cncc1C#Cc1ccc2cc(CCCO)oc(=O)c2c1
→ -2	/	4	8	4	-9	/	5	2
CS(=O)(=O)N(CC(=O)NCCSCc1ccccc1)c1ccccc1F
→ 11	4	-10	4	1	-1	-4	-7	7
COc1ccccc1OCC(=O)NNC(=O)c1c(-c2ccccc2Cl)noc1C
→ 16	4	1	1	0	7	-2	-2	7
COc1ccc(OCC(=O)N2CCN(c3cccc(C(F)(F)F)c3)CC2)cc1
→ -5	2	-16	22	2	7	2	-5	-4
CCc1noc(C)c1C(=O)NNC(=O)c1ccc(Br)cc1
→ 3	3	0	-1	0	-4	3	1	-1
O=C(CCS(=O)(=O)c1ccccc1)Nc1nccs1
→ 2	4	-8	2	-2	-4	3	-2	-5
NC(=O)c1cc(C(=O)c2ccc(Cl)cc2)c[nH]1
→ 8	-18	-7	6	-2	-14	2	0	0
Brc1ccc2nc(-c3ccncc3)c(NC3CCCC3)n2c1
→ 11	6	15	-2	-1	15	8	-2	-1
COC(=O)c1[nH]c2ccc(C)cc2c1NC(=O)NC1CCCCC1
→ 3	-2	-3	-3	3	5	4	2	-1
Cc1ccc(SCC(=O)OCC(=O)N(C)CC(=O)Nc2ccccc2Cl)cc1
→ 3	-5	0	-2	3	-10	7	-2	9
CCC(C)Sc1ccc([C@H]2N[C@@](C)(C(=O)OC)[C@H]3C(=O)N(CC)C(=O)[C@@H]23)cc1 (stereo partly drawn)
→ 8	-1	-8	3	0	-12	-1	1	-3
COc1ccc(C(=O)NC(=S)NNC(=O)c2c(-c3ccccc3)noc2C)cc1
→ 5	-15	11	-2	-1	-3	-9	-1	4
CCc1cc2cc(C(=O)Nc3ccc(C)cc3)sc2s1
→ -4	3	-3	9	1	5	1	-3	-9
COc1ccc(C(=O)c2sc(NC(C)C)nc2N)cc1OC
→ 8	1	-6	1	3	-26	-1	0	4
O=c1c2cnn(-c3ccccc3)c2nc(-c2ccco2)n1-c1ccccc1
→ 3	-1	-17	11	2	-10	-6	7	-2
O=C(NC1CCCC1)C1CCN(C(=O)c2ccc(-c3ccccc3)cc2)CC1
→ 2	-10	10	14	1	19	7	3	8
CC1CCCN(C(=O)C2COc3ccccc3O2)C1 (stereo not drawn)
→ -3	0	1	2	-1	-13	-4	-2	-4

Looked up by compound from the entries so far, two records:
Value order – PAFAH1B3 FP inh	EBNA-1 inh	PREPL inhibitor	LYPLA2 inh	LYPLA1 counter	ZTA counter	GSTO1 counter	PAD4 FP inh	PAFAH2 FP inh
COCC(=O)N1CCC(Oc2ccc(C(=O)N(C)C(C)c3ccon3)cc2)CC1 (stereo not drawn)
→ 2	-8	10	8	7	1	-6	-3	5
CCc1cc2cc(C(=O)Nc3ccc(C)cc3)sc2s1
→ -4	3	-3	9	1	5	1	-3	-9

Continuation:
Value order – PAFAH1B3 FP inh	EBNA-1 inh	PREPL inhibitor	LYPLA2 inh	LYPLA1 counter	ZTA counter	GSTO1 counter	PAD4 FP inh	PAFAH2 FP inh
CCN(CC)S(=O)(=O)c1ccc(Cl)c(C(=O)NC(C)C(c2cccs2)N2CCCC2)c1 (stereo not drawn)
→ -3	10	8	2	-1	-3	8	4	0
CSc1nc2n(n1)C(c1cccc(F)c1)C(C(=O)Nc1ccc(C)cc1C)=C(C)N2 (stereo not drawn)
→ 7	3	-11	-1	3	-5	3	-2	-9
COC(=O)c1cc(NC(=O)c2nn(C)c(=O)c3ccccc23)cc(C(=O)OC)c1
→ 12	-12	12	-3	-3	0	-12	0	-2
O=C(COc1ccc(Br)cc1F)Nc1nnc(C2CC2)s1
→ 1	/	4	/	/	/	/	-3	1
Clc1cccc(CN2CCN(Cc3nc(CCc4ccccc4)no3)CC2)c1
→ 4	5	26	0	-2	6	-13	0	1
O=C(CN1CCCC1)N1c2ccccc2C=Cc2ccccc21
→ 7	-3	3	-2	-4	6	2	-8	8
COc1cccc(N2CCN(c3cnc4ccccc4n3)CC2)c1
→ 4	-14	19	1	-1	-2	8	-5	4
COc1cc(Cl)cc(C#N)c1OCC(=O)O
→ 15	5	1	-5	2	6	-5	-2	0
O=C(Nc1ccc(NC(=O)c2ccc3c(c2)OCO3)cc1)c1cccc(Cl)c1
→ -4	/	6	0	1	-11	/	0	-2
O=C(NCc1ccco1)C1CCN(c2ccc(N3CCOCC3)nn2)CC1
→ 4	1	0	-2	2	-21	-1	-2	8
COc1ccc(Cn2c(-c3ccc(OC)cc3)n[nH]c2=S)cc1
→ 3	10	-15	1	0	0	-1	3	-1
CCCCNC(=O)CC1S/C(=N/N=C/c2ccc(OC)cc2)NC1=O (stereo not drawn)
→ 1	-6	0	1	2	10	5	7	3
O=C1NC(c2cc(Cl)cc([N+](=O)[O-])c2O)Nc2ccccc21 (stereo not drawn)
→ 3	-4	14	-4	8	-17	-2	2	-1

From PubChem

This is a subset (hit frequency here may not be typical).
